# Source: PubChem BioAssay (several laboratories)
# MRP resist rev – compounds reversing MRP-mediated drug resistance. H69AR cells + 2 uM doxorubicin, CellTiter-Glo, 72 h. differential viability (reversal), % at 10 µM. actives 0.04% (n = 85,000);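 active = viability drop by adding the cancer drug above about 55%, with treated viability meeting a 40% cutoff, limit read from the data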;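 note: viability without doxorubicin minus viability with 2 µM doxorubicin for each compound; larger differential means the compound sensitizes cells more to doxorubicin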
# IL1B NFkB inh – blocks IL-1B driven NFkB nuclear translocation in HUVEC cells | HUVEC IL-1B NFkB p65 nuclear translocation imaging | inhibition, % at 2 µM | actives 0.43% (n = 94,000) | AID 796;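 active = inhibition above about 30% together with a positive call from visual inspection of the well image, limit read from the data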;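 note: nuclear over cytoplasmic p65 intensity ratio measured by imaging; 0% = IL-1B stimulated DMSO wells and 100% = unstimulated DMSO wells; values of inactives mirror those of a sister screen read the other way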
# PLAP inhibition – inhibition of human placental alkaline phosphatase – biochemical, luminescence, HTS (AID 690) | purified PLAP, luminescent substrate; higher % means a stronger effect | inhibition, % at 20 µM; hits with a dose series show IC50 in µM | actives 0.08% (n = 96,000); in the data active = a potency from the dose series; inactive = the rest, 99 in 100 with inhibition below about 30%; note: strong numbers were not always called active
# Bcl-B TR3 displacers – displacers of TR3 peptide from Bcl-B, primary screen, selectivity assay for Bfl-1 inhibitor project, biochemical, fluorescence polarization. FP displacement of FITC-TR3 peptide from Bcl-B; higher % means a stronger effect. one-dose displacement, % at 20 µM; IC50 in µM for titrated hits. actives 0.11% (n = 96,000). AID 748;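 active = displacement above 50% at 20 µM plus a fluorescence interference ratio under 1.5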;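 note: plate controls were wells without compound for no effect and wells lacking Bcl-B protein for full effect; a part of the inactive calls stands beside numbers as strong as those of hits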
# IL1B NFkB pot – enhances IL-1B driven NFkB nuclear translocation | HUVEC IL-1B NFkB p65 nuclear translocation imaging | activation, % at 2 µM | actives 0.3% (n = 94,000) | AID 819;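 active = activation above 40%, about the mean plus 3 SD, also judged a hit on visual image review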;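 note: percent activation is computed from the nuclear over cytoplasmic p65 intensity ratio; values of inactives mirror those of a sister screen read the other way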
# MRP resist rev cytotoxicity – second read-out of MRP resist rev, no call of its own (marks repeat the call); viability, %; H69AR cells, CellTiter-Glo, 72 h; measured here: cytotoxicity without doxorubicin
# MRP resist rev with doxorubicin – also measured in MRP resist rev; calls as there; viability, %; measured here: viability with 2 uM doxorubicin; hits give low values
# IL1B NFkB inh cell count 2 µM – recorded beside IL1B NFkB inh, whose call it bears; cell count; measured here: cells passing quality filter;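 raw number of nuclei counted in each imaged well without normalization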
# IL1B NFkB pot cell count 2 µM – second read-out of IL1B NFkB pot, no call of its own (marks repeat the call); cell count; measured here: cells passing quality filter
# An asterisk follows results filed as active; . = not tested or not shown. An excerpt (hit frequency here may not be typical).
SMILES	MRP resist rev	MRP resist rev cytotoxicity	MRP resist rev with doxorubicin	IL1B NFkB inh	IL1B NFkB inh cell count 2 µM	PLAP inhibition	Bcl-B TR3 displacers	IL1B NFkB pot	IL1B NFkB pot cell count 2 µM
CCCCC(=O)N/N=C/c1ccc(Sc2cccc3cccnc23)o1	-10	60	70	-2	172	24%	-7%	2	172
CCCN1C(=O)C(O)(CC(=O)c2ccc3c(c2)OCCO3)c2ccccc21 (stereo unspecified)	-44	17	61	-33	134	-20%	-2%	33	134
Cc1cccc(C)c1NC(=O)N1CCC(n2c(=O)[nH]c3ccccc32)CC1	11	94	82	-2	166	-53%	-8%	3	166
Cc1ccc(S(=O)(=O)N2c3ccccc3OCC2C(C)(C)C)cc1 (stereo unspecified)	.	.	.	-2	131	.	.	2	131
CC(C)CCNC(=O)C12CN(Cc3ccccc3)CC1C(c1ccc([N+](=O)[O-])cc1)=NO2 (stereo unspecified)	.	.	.	-7	176	-34%	0%	7	176
CNc1nnc(-c2cccc(N(C)C)c2)s1	9	98	88	-13	176	18%	-1%	13	176
O=[N+]([O-])/C=C/c1cn(Cc2ccc(F)cc2)c2ccccc12	.	.	.	6	178	1%	-4%	-6	178
O=C(Cn1nnc2ccccc2c1=O)NCc1ccco1	-2	108	110	-17	161	-24%	11%	17	161
CCOC(=O)c1sc(SC)c(C(C)=O)c1C	.	.	.	-17	165	18%	-3%	17	165
COc1ccc(C(CCc2ccc(C)o2)NC(=O)Nc2ccc(OC)cc2OC)cc1 (stereo unspecified)	15	107	92	10	49	-10%	-3%	-10	49
O=C(NC(=S)N1CCCCC1)c1cccnc1	9	92	84	5	200	11%	2%	-5	200
O=S(=O)(NCc1ccccc1)c1cccs1	6	98	91	.	.	5%	6%	.	.
COC(=O)c1ccc(C(C(=O)NCc2ccccc2)N(Cc2ccco2)C(=O)c2cnccn2)cc1 (stereo unspecified)	.	.	.	5	91	-16%	3%	-5	91
Cc1nn(C)cc1/C=C1\SC(=S)NC1=O	.	.	.	-8	149	-10%	-7%	8	149
CCOC(=O)c1ccc(NC(=O)c2nn(CC)cc2Br)cc1	2	97	96	-8	156	13%	-11%	8	156

# Next part:
SMILES	MRP resist rev	MRP resist rev cytotoxicity	MRP resist rev with doxorubicin	IL1B NFkB inh	IL1B NFkB inh cell count 2 µM	PLAP inhibition	Bcl-B TR3 displacers	IL1B NFkB pot	IL1B NFkB pot cell count 2 µM
CSc1ccc(NC(=O)N2CC(C)OC(C)C2)cc1 (stereo unspecified)	30	110	79	-9	118	0%	-14%	9	118
Cc1nn(Cc2c(F)c(F)c(F)c(F)c2F)c(C)c1NC(=O)c1cccc(COc2ccc(Cl)cc2)c1	.	.	.	-1	140	-1%	1%	1	140
O=C(c1ccc(N2CCCCC2)c([N+](=O)[O-])c1)N(Cc1ccccc1)c1ccccn1	.	.	.	2	103	-7%	8%	-2	103
CCOC(=O)C1=C(C)N=C(/N=C/N(C)C)SC1c1ccccc1 (stereo unspecified)	8	97	89	.	.	-23%	1%	.	.
COc1ccc(CNC2=CC(=O)CC(C)(C)C2)cc1	-1	98	99	2	192	24%	0%	-2	192
CC(=O)c1c(C)[nH]c(C(=O)NCCc2ccccc2)c1C	-2	85	87	1	204	-5%	8%	-1	204
c1ccc(-n2c(SCc3nc(-c4cccs4)no3)nnc2-c2ccco2)cc1	-15	71	86	6	176	-8%	-5%	-6	176
CCOC(=O)c1sc2nc(C3CC3)cc(-c3ccc(OC)cc3)c2c1N	.	.	.	-28	119	7%	-2%	28	119
C=CCn1c(SCc2ccc3c(c2)OCO3)nc2scc(-c3ccco3)c2c1=O	17	95	78	3	138	12%	-9%	-3	138
Cc1cc(C(=O)Nn2cnnc2)cs1	2	98	96	-3	98	12%	-6%	3	98
COc1cc(N2CCCC2)c(OC)cc1/C=C(/C#N)c1cccc(F)c1	-54	25	78	13	137	34%	-28%	-13	137
COc1ccc(-c2nnc(SC(C)C#N)o2)cc1 (stereo unspecified)	6	87	80	-2	179	-1%	-4%	2	179
Cn1c(SCC(=O)Nc2ccccc2)nnc1-c1ccc(NC(=O)CCc2ccccc2)cc1	-4	94	98	-11	121	.	.	11	121
Cc1ccccc1N(CC(=O)NCCSCc1ccco1)S(C)(=O)=O	-12	86	97	-16	141	-59%	2%	16	141
CCCc1nc(SCc2cccnc2)c2c(=O)n(C)c(=O)n(C)c2n1	.	.	.	15	47	-42%	8%	-15	47

# Reformatted field by field: part of the list above
Cc1ccccc1N(CC(=O)NCCSCc1ccco1)S(C)(=O)=O
  MRP resist rev: -12; MRP resist rev cytotoxicity: 86; MRP resist rev with doxorubicin: 97; IL1B NFkB inh: -16; IL1B NFkB inh cell count 2 µM: 141; PLAP inhibition: -59%; Bcl-B TR3 displacers: 2%; IL1B NFkB pot: 16; IL1B NFkB pot cell count 2 µM: 141
CCOC(=O)C1=C(C)N=C(/N=C/N(C)C)SC1c1ccccc1 (stereo unspecified)
  MRP resist rev: 8; MRP resist rev cytotoxicity: 97; MRP resist rev with doxorubicin: 89; IL1B NFkB inh: .; IL1B NFkB inh cell count 2 µM: .; PLAP inhibition: -23%; Bcl-B TR3 displacers: 1%; IL1B NFkB pot: .; IL1B NFkB pot cell count 2 µM: .

# (listing goes on)
SMILES	MRP resist rev	MRP resist rev cytotoxicity	MRP resist rev with doxorubicin	IL1B NFkB inh	IL1B NFkB inh cell count 2 µM	PLAP inhibition	Bcl-B TR3 displacers	IL1B NFkB pot	IL1B NFkB pot cell count 2 µM
COc1ccc2nc(NC(=O)CSc3nnnn3C3CCCCC3)sc2c1	-15	49	64	-4	160	-1%	0%	4	160
CC(C)(Oc1ccc(Cl)cc1)C(=O)Nc1ccncc1	9	92	83	-4	113	2%	-6%	4	113
Cc1c(Cl)cccc1NC(=O)CCCCCN1C(=O)CCC1=O	6	99	93	-8	142	0%	-14%	8	142
Cc1ccccc1C(=O)NC1CCN(CC(=O)Nc2nccs2)CC1	-70	16	86	9	182	-20%	-4%	-9	182
CCCc1cc(=O)oc2cc(OCc3cc(OC)c(OC)c(OC)c3)c(Cl)cc12	.	.	.	-2	212	9%	-6%	2	212
Cc1ccc(NC(=S)NCc2cccn2C)cc1	3	95	92	-26	181	5%	7%	26	181
COc1ccc(S(=O)(=O)CCC(=O)NCCc2cccc(C)c2)cc1	24	102	78	1	60	22%	8%	-1	60
CC(C)CC(=O)Nc1ccc(Oc2ccc(NC(=O)CC(C)C)cc2)cc1	-7	96	103	-19	131	.	.	19	131
Cc1cccc(C(=O)Oc2ccccc2-c2nnco2)c1	-9	84	93	12	43	3%	0%	-12	43
Cc1c(NC(=O)/C(=C\c2ccccc2)NC(=O)c2ccccc2)c(=O)n(-c2ccccc2)n1C	.	.	.	7	162	-4%	8%	-7	162
CC1CCN(C(=O)CN(CCc2ccccc2)S(C)(=O)=O)CC1	-2	74	76	14	120	0%	2%	-14	120
O=S(=O)(C/C(=C/CO)S(=O)(=O)c1ccccc1)c1ccccc1	.	.	.	51*	89*	-10%	-12%	-51	89
Nc1nc(CN2CCN(c3ccc(F)cc3)CC2)nc(N2CCCc3ccccc32)n1	-21	41	62	-4	99	-53%	24%	4	99
COC(=O)c1cc(C(=O)OC)cc(N2C(=O)CC(Sc3nc(C)cc(C)n3)C2=O)c1 (stereo unspecified)	5	92	87	-34	141	-58%	1%	34	141
CCc1ccc(Cn2nnc(C(=O)Nc3ccc(OC)cc3OC)c2N)cc1	-1	48	48	8	168	5%	7%	-8	168

# Fetched one by one from above (7):
SMILES	MRP resist rev	MRP resist rev cytotoxicity	MRP resist rev with doxorubicin	IL1B NFkB inh	IL1B NFkB inh cell count 2 µM	PLAP inhibition	Bcl-B TR3 displacers	IL1B NFkB pot	IL1B NFkB pot cell count 2 µM
COc1ccc(S(=O)(=O)CCC(=O)NCCc2cccc(C)c2)cc1	24	102	78	1	60	22%	8%	-1	60
Cc1c(Cl)cccc1NC(=O)CCCCCN1C(=O)CCC1=O	6	99	93	-8	142	0%	-14%	8	142
O=S(=O)(C/C(=C/CO)S(=O)(=O)c1ccccc1)c1ccccc1	.	.	.	51*	89*	-10%	-12%	-51	89
Nc1nc(CN2CCN(c3ccc(F)cc3)CC2)nc(N2CCCc3ccccc32)n1	-21	41	62	-4	99	-53%	24%	4	99
CC(C)CC(=O)Nc1ccc(Oc2ccc(NC(=O)CC(C)C)cc2)cc1	-7	96	103	-19	131	.	.	19	131
CC(C)(Oc1ccc(Cl)cc1)C(=O)Nc1ccncc1	9	92	83	-4	113	2%	-6%	4	113
Cc1cccc(C(=O)Oc2ccccc2-c2nnco2)c1	-9	84	93	12	43	3%	0%	-12	43

# Remaining list, next part.
SMILES	MRP resist rev	MRP resist rev cytotoxicity	MRP resist rev with doxorubicin	IL1B NFkB inh	IL1B NFkB inh cell count 2 µM	PLAP inhibition	Bcl-B TR3 displacers	IL1B NFkB pot	IL1B NFkB pot cell count 2 µM
O=C(CN(Cc1ccccc1C(F)(F)F)C(=O)CNC(=O)c1ccco1)NC1CCCC1	12	94	83	9	132	-2%	-5%	-9	132
Cc1ccc(C)c(N(C)C(=O)COc2cc(=O)n(C)c3ccccc23)c1	-21	98	119	-4	152	-29%	-10%	4	152
CCc1nn(-c2cc(Oc3ccccc3)nc(-c3ccccc3)n2)c(N)c1C#N	.	.	.	-4	162	20%	2%	3	162
COc1ccccc1N1CCN(c2nc3ccccc3nc2C(C#N)C(=O)OC(C)C)CC1 (stereo unspecified)	3	82	79	-7	172	-2%	-8%	7	172
CCOC(=O)c1c(C)nc2cc(C)ccn12	-8	90	98	.	.	4%	-2%	.	.
COc1ccc(C2NC(=O)c3sc(=S)n(-c4ccccc4)c3N2)cc1 (stereo unspecified)	7	95	88	1	103	9%	-7%	-1	103
CCOc1ccccc1-n1nnnc1SCC(=O)NC(=O)NCc1ccco1	1	79	79	.	.	-36%	23%	.	.
CCN1CCN(c2nc3c(c(=O)n(C)c(=O)n3C)n2Cc2cccc3ccccc23)CC1	1	97	96	0	137	-42%	5%	0	137
CCC(=O)N(Cc1cc2cc(C)c(C)cc2[nH]c1=O)C1CCCCC1	.	.	.	7	90	-62%	3%	-7	90
Cc1cc(C)n(C(=O)C2CCCN2S(=O)(=O)c2ccc(Cl)cc2)n1 (stereo unspecified)	13	89	77	-4	127	-8%	-16%	4	127
Cc1cc2nc(CCN(Cc3cccnc3)C(=S)Nc3ccc(F)cc3)[nH]c2cc1C	.	.	.	-13	143	0%	-6%	13	143
O=C(OCc1nnc(-c2ccccc2)o1)c1ccc2c(c1)C(=O)N(CCc1ccccc1)C2=O	-10	34	44	-13	89	26%	4%	13	89
CCOC(=O)c1sc(C)nc1C1CCN(C(=O)OCC)CC1	15	97	81	3	200	-27%	-5%	-3	200
Fc1cccc(NC(=S)NCCCN2CCOCC2)c1	.	.	.	2	167	-2%	-1%	-2	167
O=C(O)/C=C\C(=O)Nc1ccccc1C#Cc1ccccc1	.	.	.	0	132	1%	-4%	0	132

# New compounds follow:
SMILES	MRP resist rev	MRP resist rev cytotoxicity	MRP resist rev with doxorubicin	IL1B NFkB inh	IL1B NFkB inh cell count 2 µM	PLAP inhibition	Bcl-B TR3 displacers	IL1B NFkB pot	IL1B NFkB pot cell count 2 µM
CCSc1ncnc2c1sc1nc(-c3ccco3)c3c(c12)CC(C)(C)OC3	14	108	94	-22	145	-8%	-46%	22	145
CS(=O)(=O)c1ccc2nc(NC(=O)CN3CCN(Cc4ccccc4)CC3)sc2c1	-3	76	79	-20	141	-28%	1%	20	141
CCOC(=O)c1c(NC(=O)c2ccc(N3C(=O)C4C5C=CC(C5)C4C3=O)cc2)sc2c1CCCC2 (stereo unspecified)	.	.	.	-23	120	-34%	-6%	23	120
O=C(NC1CCCCCC1)c1c(O)c2cccc3c2n(c1=O)CCC3	11	77	66	.	.	-14%	-6%	.	.
O=C(O)[C@H](CO)Nc1ncnc2sc3c(c12)CCC3	-3	85	88	10	167	15%	-5%	-10	167
COc1ccc(CNC(=O)C(CCSC)NC(=O)c2ccco2)cc1 (stereo unspecified)	.	.	.	-2	170	-1%	-4%	2	170
COc1ccccc1Nc1ncc(C(=O)N2CCC(C(N)=O)CC2)c2ccccc12	-2	92	94	.	.	-47%	1%	.	.
COc1cc(NC(=O)c2ccc(Cl)cc2Cl)ccc1-c1cc2ccccc2oc1=O	.	.	.	3	184	-2%	3%	-3	184
